Assay outcomes: PubChem, several laboratories
V-ATPase pHluor = yeast V-ATPase proton transport regulation by pHLuorin; AID 504577; S. cerevisiae, pHLuorin cytosolic pH fluorescence; 350,000 tested, 0.37% active; response, % at 10 µM; in the data active = response mostly above about 7.3%, no sharp cut-off; inactive = mostly below about 5.4%; also: actives read high; inactives centre near 0; some compounds called inactive have numbers as strong as hits; reference of the scale not given here
Wnt bcat act = activators of Wnt/beta-catenin signaling; 300,000 tested, 1.2% active; activation, % at 9.35 µM; AID 743398; Wnt/beta-catenin reporter cell assay, activator, plate reader; in the data active = activation above about 30%, passing the limit was not always enough; inconclusive = no clear call, values can overlap the other calls;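 also: 0% = neutral control wells and 100% = positive control wells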
dFosB act = activators of mouse delta FosB homodimer; P13346; purified delta FosB, TAMRA-CDK5 oligo fluorescence polarization; percent of positive-control signal above neutral wells; activation, % at 25 µM; 340,000 tested, 0.99% active;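 active = mean activation above about 17%, with every replicate also reaching it, limit read from the data, passing the limit was not always enough; inconclusive = only one of the two conditions met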;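 also: fluorescence polarization rise as delta FosB binds a TAMRA Cdk5 AP-1 oligo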
Rtt109 HAT inh = inhibitors of Candida albicans Rtt109/Vps75 histone acetyltransferase; Q5AAJ8; purified Rtt109/Vps75, ThioGlo CoA-SH fluorescence, 4 h; inhibition, % at 34.9 µM; 330,000 tested, 0.16% active;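 active = inhibition of at least 50% in every replicate; inconclusive = best replicate reaches 50% inhibition but some replicates fall short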
Target sequence (Q5AAJ8 whole entry, looked up): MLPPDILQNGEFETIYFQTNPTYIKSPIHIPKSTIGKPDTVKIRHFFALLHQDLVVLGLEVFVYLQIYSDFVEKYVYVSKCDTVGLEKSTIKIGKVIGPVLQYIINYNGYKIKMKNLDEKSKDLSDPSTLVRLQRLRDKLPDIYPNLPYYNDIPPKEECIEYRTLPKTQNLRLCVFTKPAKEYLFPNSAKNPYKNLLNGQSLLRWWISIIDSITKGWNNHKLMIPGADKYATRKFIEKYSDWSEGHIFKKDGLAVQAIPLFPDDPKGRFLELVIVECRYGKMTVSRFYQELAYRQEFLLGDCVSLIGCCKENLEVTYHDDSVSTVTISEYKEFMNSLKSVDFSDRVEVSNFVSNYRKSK
cardiac RTF act = cardiac RTF calcium sensitization; P19429+P45379; IANBD-labeled TnC RTF fluorescence at EC20 calcium; 0% EC20 calcium, 100% full calcium; activation, % at 7.2 µM; 340,000 tested, 0.24% active; AID 493008;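 active = activation above the mean over all tested compounds plus 3 SD, cut at about 30% in these data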;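 also: rise in fluorescence read as greater calcium sensitivity of cardiac thin filaments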
CAL PDZ FP-1 = blocks peptide binding to the human CAL PDZ domain | purified CAL PDZ, TMR-peptide fluorescence polarization, 1 h | 300,000 tested, 0.92% active | inhibition, % at 24.9 µM | AID 602252;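 active = mean inhibition of at least 30% with at least half of replicates also reaching 30%; inconclusive = no clear call, values can overlap the other calls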;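 also: 0% = DMSO neutral control and 100% = excess unlabeled competitor peptide PRC23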
CDK5 p35 inh = CDK5/p35 (human) kinase inhibition; Q00535+Q15078; Recombinant CDK5/p35, ADP-Glo luminescence, 60 min; inhibition, % at 10 µM; 330,000 tested, 0.01% active; AID 488839;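 active = highest replicate inhibition of at least 50% and at least 75% of replicates reaching 50%; inconclusive = only one of the two criteria met; inactive = both criteria failed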;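 also: plate controls were DMSO neutral control for no effect and GW8510 at 10 µM for full effect; many of its hits are not listed in these tables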
Target sequence (Q00535 whole entry, looked up): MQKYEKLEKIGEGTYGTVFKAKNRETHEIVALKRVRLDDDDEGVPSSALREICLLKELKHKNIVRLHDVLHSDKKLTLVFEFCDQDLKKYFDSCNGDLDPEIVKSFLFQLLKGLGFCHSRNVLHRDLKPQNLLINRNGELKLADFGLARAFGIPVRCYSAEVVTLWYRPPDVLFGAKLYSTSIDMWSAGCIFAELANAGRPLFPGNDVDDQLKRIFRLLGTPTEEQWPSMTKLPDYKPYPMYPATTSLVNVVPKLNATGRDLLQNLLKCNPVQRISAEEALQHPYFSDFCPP
Target sequence (Q15078 whole entry, looked up): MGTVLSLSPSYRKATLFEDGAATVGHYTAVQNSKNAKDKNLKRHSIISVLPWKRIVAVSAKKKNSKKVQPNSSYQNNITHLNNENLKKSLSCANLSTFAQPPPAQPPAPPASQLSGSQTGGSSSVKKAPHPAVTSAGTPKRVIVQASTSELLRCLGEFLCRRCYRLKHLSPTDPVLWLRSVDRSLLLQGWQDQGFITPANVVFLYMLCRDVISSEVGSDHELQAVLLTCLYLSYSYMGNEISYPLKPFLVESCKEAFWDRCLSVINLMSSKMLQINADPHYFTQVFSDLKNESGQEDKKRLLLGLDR
CAL PDZ FP-2 = blocks peptide binding to human CAL PDZ domain; purified CAL PDZ, TMR-peptide fluorescence polarization, 1 h; 330,000 tested, 0.02% active; AID 504414; inhibition, % at 20 µM;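 active = highest replicate inhibition of at least 40%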;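 also: plate controls were DMSO neutral control wells for no effect and unlabeled competitor peptide control wells for full effect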
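material = purified tagged CAL PDZ domain construct (CerCALP) | compound dosing = 20 µM, one dose | times = 1 h at RT | measured by = fluorescence polarization from S- and P-plane intensities, G-factor corrected | read-out = inhibition from polarization loss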
Tat transport = blocks Tat-dependent protein export in E. coli. inhibition, % at 10 µM. 340,000 tested, 0.036% active. E. coli MC4100 TorA-mCherry Tat export, fluorescence;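 active = mean replicate inhibition at least 50% and at least half of replicates individually reaching 50%; inconclusive = only one of the two criteria met; inactive = neither criterion met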;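 also: exported cargo escapes ClpAP degradation while cytoplasmic cargo is degraded and loses fluorescence; 0% = median of neutral control wells and 100% = median of NaSCN control wells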
MITF act = increases MITF-driven TRPM1 promoter luciferase signal. SK-MEL-5 TRPM1-promoter luciferase, 24 h; % of positive control, neutral wells = 0. activation, % at 12.5 µM. 300,000 tested, 0.75% active;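 active = mean activation of at least 80% with every replicate also reaching 80%; inconclusive = mean reaches 80% but some replicate falls short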;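 also: 0% = neutral control wells and 100% = parthenolide positive control wells; values of inactives mirror those of a sister screen read the other way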
The depositor's hits bear a star; ? = inconclusive; nt = not tested or not shown; & = joins results of further samples.

SMILES	V-ATPase pHluor	Wnt bcat act	dFosB act	Rtt109 HAT inh	cardiac RTF act	CAL PDZ FP-1	CDK5 p35 inh	CAL PDZ FP-2	Tat transport	MITF act
CCN(CC)C(=O)Cn1cc(C(=O)C(=O)Nc2ccc3c(c2)OCCO3)c2ccccc21	0	-1	1	16	-2	nt	-0.2	-3.1	5	82*
CCCCN(C)CCCNC(=O)C1CCC(CNS(=O)(=O)c2c(C)cc(C)cc2C)CC1 (stereo unspecified)	-1	-1	-4	-19	2	-1	1.4	-0.2	8	13
CCOC(=O)COn1c(=O)c(=O)n(O)c2ccccc21	-2	nt	2	2	-1	-4	0.1	-0.4	-2	-7
C=CCOc1ccc(C2/C(=C(\O)c3ccc(F)cc3)C(=O)C(=O)N2CCCN(C)C)cc1 (stereo unspecified)	2	nt	-2	9	6	-4	-0.4	-1.9	-4	7
O=C(Cn1cnc2ccccc2c1=O)NCCC(=O)N1CCN(Cc2ccccc2)CC1	-3	nt	-14	4	0	3	-0.3	-0.9	0	nt
C(=N\n1cnnc1)/c1cn(Cc2ccccc2)c2ccccc12	-1	nt	-5	5	-3	-3	-0.5	-4.0	4	-25
CCCCN1CCNC[C@@H]1c1ccccc1	-6	-2	-1	-1	-7	-4	-0.3	0.4	0	-1
COc1cc([N+](=O)[O-])cc2cc(C(=O)NC(C)(C)C)c(=O)oc12	-1	-7	-5	6	-3	-2	-0.1	-1.5	1	-6
CN(C(=S)Nc1ccccc1F)C1(c2ccccc2Cl)CCCCC1=O (stereo unspecified)	-9	nt	-4	12	0	-1	-0.7	-0.7	-1	-1
CC(NC(=O)COc1ccccc1)C(c1ccccc1)N1CCN(C)CC1 (stereo unspecified)	1	nt	4	9	1	0	1.3	0.8	-3	-4
COc1cccc(C2=NOC(C(=O)Nc3ccc(C(C)=O)cc3)C2)c1 (stereo unspecified)	13*	nt	-8	9	3	nt	-2.3	-1.3	3	52
CSc1ccc(/C=N/N2CCN(Cc3ccc(C)cc3C)CC2)cc1	0	-6	-2	1	-1	-5	-0.4	-3.4	2	5
CC(C)(C)S(=O)(=O)c1cnc(-c2cnccn2)nc1N	2	1	1	-6	nt	nt	-0.3	-1.3	5	nt
CN(c1cccc(NC(=O)c2cccc([N+](=O)[O-])c2)c1)S(C)(=O)=O	3	-1	-12	4	-3	nt	-3.1	-1.0	2	-3
CC1CCc2sc(C(=O)NCC(C)(C)N3CCOCC3)cc2C1 (stereo unspecified)	2	-2	-8	-1	-1	-2	-3.4	-2.1	-8	1
Cc1ccc(CNc2nc3ccccc3n2C)o1	-1	9	-5	-3	-5	-2	2.3	0.1	-6	nt
O=C(CSc1nnc2ccccn12)Nc1ccccc1C(=O)O	0	0	-1	0	0	-3	0.0	0.8	-5	nt
NC(=O)NC(=O)CSc1cccc(C(F)(F)F)c1	4	nt	4	-10	1	-6	-2.2	-3.1	5	-6
C[C@@H](C(=O)N1CCN(Cc2ccc3c(c2)OCO3)CC1)n1nnc2ccccc2c1=O	24*	0	-7	2	2	4	-1.9	-3.2	2	-7
O=C(O)CC1S/C(=N/N=C/C=C/c2ccccc2)NC1=O (stereo unspecified)	-2&2	-4	3&-1	4&-22	1&-5	6&-3	-0.2&2.4	-0.8&-0.4	-9&-5	-1&-4
CCn1c(SCC(=O)N2CCCCCC2)nc2c(c1=O)SCC2	-7	2	-6	27	1	2	0.3	-3.5	-4	-8
O=C(Nc1nc2ccc(S(=O)(=O)N3CCCCC3)cc2s1)c1cccnc1	2	-11	4	-13	8	-6	2.4	-3.8	1	-4
N/C(Cc1ccc(Cl)cc1Cl)=N\OC(=O)c1cccs1	-1	?	-1	9	-1	-2	0.9	-1.5	-5	11
Cc1nc2ccccc2c(=O)n1/N=C/c1ccccc1	-1	nt	-7	4	4	15	-2.0	-0.3	-9	8
Cc1cc(C)c2c(c1)/C(=N/NS(=O)(=O)c1ccccc1)CCC2	-2	nt	-9	-2	-8	0	0.9	-2.0	6	-9
COc1ccc(C(=O)NCC(=O)N/N=C/C=C/c2ccccc2)cc1OC	-4	-9	-12	-3	-3	5	1.1	-0.9	1	15
CCCCn1cnc2c(SCc3ccccn3)nc(N)nc21	0	4	1	-15	0	2	-0.3	-0.9	3	7
C=CCn1c(N)c(S(=O)(=O)c2cccs2)c2nc3ccccc3nc21	-1	nt	1	-11	-4	-3	1.9	-1.6	4	3
O=C(Nc1ccc(F)cc1F)c1ccc2c(c1)OCCO2	-1	9	-1	-1	-2	-5	2.6	-0.6	5	19
CCCC[C@@H]1CNC(=O)C(=O)N1CCc1cc(C(F)(F)F)cc(C(F)(F)F)c1	1	0	-20	15	-5	-3	-2.0	-0.2	7	6
Cc1ccc(-c2nnc(NCc3nc4ccccc4[nH]3)c3ccccc23)cc1S(=O)(=O)N1CCCCC1	2	0	80*	-4	-2	nt	-1.9	-2.0	-1	-17
CCOC(=O)CCNc1n[nH]c(=O)[nH]c1=O	6	nt	5	-1	5	0	-0.4	0.0	0	-4
CCCCN(CCCC)CCNC(=O)CN1C(=O)CSc2ccc(S(=O)(=O)N3CCCCC3)cc21	0	-1	0	8	-2	8	-2.4	-0.4	-9	18
CCCCN(CC)CCNC(=O)Cn1cnc2sc(C)c(S(=O)(=O)N3CCC(C)CC3)c2c1=O	1	-3	0	2	5	44*	1.4	-0.4	-3	2
COc1ccc(-c2ccc([C@H]3[C@H]4C=CC[C@@H](C)[C@@H]4C(=O)N3Cc3ccccc3)c(F)c2)cc1OC	-2	-11	-4	8	9	0	-3.4	0.9	5	4
CC1(C)CC(=O)C(CS(=O)(=O)c2ccccc2)=C(O)C1	0	-1	-8	28	3	-22	1.3	-7.5	-4	5
Cn1c(NCC(O)c2ccccc2)nc2c1c(=O)n(Cc1ccc(Cl)c(Cl)c1)c(=O)n2C (stereo unspecified)	2	nt	-6	0	-6	0	1.8	0.0	-1	-7
CCCn1c(SCC(=O)NC2CCCC(C)C2C)n[nH]c1=O (stereo unspecified)	nt	nt	6	9	3	-4	-1.5	-1.6	-9	-1
COc1ccc(C(=O)NCCNc2nc3c(C)cccc3cc2C#N)cc1OC	-2	1	-7	-1	-9	7	-0.8	-1.4	-5	nt
COc1ccc(Nc2nc(N)nc(CN3CCC(C)CC3)n2)cc1	-5	-1	0	1	0	0	0.7	2.0	4	-6
Cc1nc(S(=O)(=O)Nc2ccccc2C(=O)NCC2CC2)cn1C	-5	3	1	3	-2	nt	0.7	-0.1	-1	-1
CN(C)C1=NCCN1CC1CCCCCC1	6	-1	7	-4	12	2	0.3	-0.7	-2	3
CC(C)(C)C(=O)N1CCN(c2ncnc3scc(-c4ccccc4)c23)CC1	-1	1	-13	8	-1	-2	0.1	1.5	-1	-7
CCCc1nc2ccccc2n1Cc1ccccc1OC	5	-3	3	13	-3	5	-0.4	6.9	-1	-18
CC1CCC2(CC1)NC(=O)N(CC(=O)c1cn(CCC#N)c3ccccc13)C2=O (stereo unspecified)	-3	1	-1	4	2	1	-2.7	-2.8	3	8
CCOc1ccc(OCCC(=O)N(CCC2=CCCCC2)c2c(N)n(Cc3ccccc3)c(=O)[nH]c2=O)cc1	0	-4	-3	1	1	-3	-4.3	-1.0	3	-9
Cn1c2c(c(=O)n(C)c1=O)CN(CC1CCCO1)CN2 (stereo unspecified)	0	3	-1	-5	7	-4	-0.4	0.4	-9	nt
CC(=O)Nc1ccc(OCCOc2ccccc2C(C)=O)cc1	-1	1	-6	2	-6	-4	-0.1	-1.1	-2	-3
S=c1[nH]cc(-c2ccc(Cl)cc2)n1Cc1ccccc1	2	28	-3	-7	11	-1	1.3	0.0	-8	37
CCOc1ccc(Cc2nnc(N)s2)cc1OCC	0	nt	4	1	-1	-5	0.8	-0.1	-11	2
O=C(Nc1ccc(C(=O)O)cc1)/C(=C/c1ccc2c(c1)OCO2)NC(=O)c1cccc(Br)c1	0	-6	0	nt	-7	-4	-1.5	-5.3	-9	0
CCc1ccccc1N(CC(=O)N1CCCCC1)S(=O)(=O)c1ccccc1	0	-1	-1	-4	-2	1	1.5	-2.0	-2	10
COc1cc2cc(c1Cl)N(C)C(=O)CC(OC(=O)C(C)N(C)C(C)=O)C1(C)OC1C(C)C1CC(O)(NC(=O)O1)C(OC)C=CC=C(C)C2 (stereo unspecified)	2	-10	-12	0	-2	-3	-0.9	-0.4	-9	nt
O=C(OCc1ccccc1Cl)c1cccnc1Cl	9.5*	nt	-6	-10	-2	0	0.0	-2.3	-3	8
CCn1c(SCC(=O)Nc2ccccc2OC)nc(O)cc1=O	2	0	-1	2	8	-1	1.1	-0.6	-1	-2
Oc1ccc(CNCC2COc3ccccc3O2)cc1 (stereo unspecified)	1	nt	-2	4	-15	-2	1.2	-0.6	6	7
COc1cc2c(cc1OC)C(c1ccc([N+](=O)[O-])cc1)NC(=O)C2 (stereo unspecified)	8	2	-8	4	14	nt	0.5	-1.3	18	2
CCOC(=O)Cn1c(-c2ccccc2)cc(SC)c(C#N)c1=O	-1	-1	-7	1	0	nt	0.3	-0.2	1	5
CN(Cc1ccco1)C(=O)CSc1nc(C2CC2)n(-c2ccccc2)n1	-2	-1	-8	13	-6	-3	0.1	-2.5	6	-15
O=C1CC(O)(C(F)F)Oc2ccc3ccccc3c21 (stereo unspecified)	1	nt	-5	-4	1	-6	0.1	nt	2	14
(continued)
SMILES	V-ATPase pHluor	Wnt bcat act	dFosB act	Rtt109 HAT inh	cardiac RTF act	CAL PDZ FP-1	CDK5 p35 inh	CAL PDZ FP-2	Tat transport	MITF act
Cn1nc(N)c2c(-c3ccc(Cl)cc3)c(C#N)c(N)nc21	0	nt	-5	5	11	nt	-0.4	-3.0	12	-4
CC(C)(C)NC(=O)NC(=O)COC(=O)CNC(=O)c1cccc(F)c1	-6	nt	8	-3	-6	3	-0.9	1.0	2	6
COc1cccc(NC(=O)Cn2c(CCC(=O)O)ccc2-c2cccs2)c1	0	0	0	10	5	-2	-1.0	0.7	5	-7
NC(=O)c1cc(S(=O)(=O)NC2CCCCC2)co1	3	nt	0	0	-1	nt	-15	-0.4	20	-6
CC(C)(C)NC(=O)COC(=O)c1ccccc1C(=O)c1ccccc1	-1	-1	-3	2	13	-1	-6.0	-0.4	6	-2
Cc1cc[n+](-c2[nH]c(=O)sc2/C=N/NC([S-])=Nc2ccccc2)cc1	-1	5	1	-1	42*	-1	1.6	0.9	3	0
COc1ccc(NC(=O)Nc2cccc(OC)c2)cc1	0	?	3	-3	2	-3	-0.1	-2.2	1	96*
O=C1CSC(=Nc2cccc(Cl)c2Cl)N1	1	2	7	-7	-2	-3	-3.9	-2.8	16	2
CC(=O)Nc1ccc(-c2csc(NC(=O)Nc3ccccc3)n2)cc1	3	27	-4	2	2	nt	-2.4	-0.1	-2	-48
COc1cc2c(cc1OC)[C@@H](NC(=O)C(C)C)[C@H](O)C2	5	-1	-1	8	3	0	-7.7	-0.2	12	-3
